High-throughput results: PubChem, several laboratories
FadD28 binding: blocks FadD28 binding to the bisubstrate probe; fluorescence polarization; inhibition, % at 12.5 µM; 360,000 compounds, 0.22% hits; AID 588549; in the data active means inhibition above about 8.5%, passing the limit was not always enough; inconclusive means no clear call, values can overlap the other calls
Mtb UGM inh: Mtb UDP-galactopyranose mutase inhibition | purified UGM, fluorescence polarization probe displacement | inhibition, % at 10 µM | AID 504406 | 320,000 compounds, 0.06% hits; in the data active means inhibition above about 10%, passing the limit was not always enough; inconclusive means no clear call, values can overlap the other calls
PrPC surface inh: cell surface PrPC inhibition, primary TR-FRET screen; TR-FRET read-out; inhibition, % at 13.8 µM; 370,000 compounds, 0.43% hits; AID 720596; in the data active means inhibition above about 24%; further: 0% = median of the test wells and 100% = reference compound wells
GDH-TPI inh: counter-screen for M. tuberculosis FBA inhibitors: GDH-TPI coupled enzymes | GDH-TPI coupled enzyme counterscreen, NADH absorbance | inhibition, % at 4.8 µM | 360,000 compounds, 1.2% hits | AID 588335; in the data active means inhibition above about 30%;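 further: 0% = DMSO wells and 100% = wells lacking the enzyme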
MazF activator: increases E. coli MazEF RNase cleavage of RNA; P0AE70; FAM/BHQ RNA-DNA oligo cleavage fluorescence, 5 h; activation, % at 20 µM; 350,000 compounds, 0.32% hits; AID 504720; in the data active means activation above about 50%
Target sequence (P0AE70 whole entry, looked up): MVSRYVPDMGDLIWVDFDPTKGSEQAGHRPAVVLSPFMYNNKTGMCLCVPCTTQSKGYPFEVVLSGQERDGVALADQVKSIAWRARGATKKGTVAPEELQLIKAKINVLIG
BoNT-F LC inh: inhibitors of Botulinum neurotoxin F light chain protease; Multiplex microsphere protease cleavage assay, flow cytometry; inhibition, % at 10 µM; 360,000 compounds, 0.22% hits; AID 588497; in the data active means inhibition above about 35%, passing the limit was not always enough; inconclusive means no clear call, values can overlap the other calls; further: plate controls were buffer without enzyme for full effect and enzyme alone for no effect
Rv3671c protease: inhibitors of M. tuberculosis serine protease Rv3671c; P9WHR9; inhibition, % at 5.96 µM; 320,000 compounds, 0.048% hits; AID 2606; in the data active means inhibition above about 38%;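 further: extracellular domain of Rv3671c used as enzyme; 0% = enzyme with DMSO and 100% = no enzyme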
Target sequence (P9WHR9 whole entry, looked up, the tested form may be a part): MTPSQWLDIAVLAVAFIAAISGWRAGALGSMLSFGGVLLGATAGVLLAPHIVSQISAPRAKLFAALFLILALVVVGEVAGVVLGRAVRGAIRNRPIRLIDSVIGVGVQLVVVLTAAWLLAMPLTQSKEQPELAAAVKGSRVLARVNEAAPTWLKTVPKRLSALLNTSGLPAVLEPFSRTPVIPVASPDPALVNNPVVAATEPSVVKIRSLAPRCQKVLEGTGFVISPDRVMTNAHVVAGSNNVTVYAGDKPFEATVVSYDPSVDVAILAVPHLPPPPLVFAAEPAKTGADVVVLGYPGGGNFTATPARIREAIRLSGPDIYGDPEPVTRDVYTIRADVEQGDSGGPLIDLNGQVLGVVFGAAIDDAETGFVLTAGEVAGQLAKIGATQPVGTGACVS
BioA inh: BioA (M. tuberculosis) enzyme inhibition. inhibition, % at 9.99 µM. 360,000 compounds, 0.096% hits. AID 602481. purified M. tuberculosis BioA enzyme, plate reader; in the data active means inhibition above about 40%; inconclusive means no clear call, values can overlap the other calls
Mtb FBA inh: inhibitors of M. tuberculosis fructose-bisphosphate aldolase | 360,000 compounds, 2.3% hits | AID 588726 | purified M. tuberculosis FBA, fluorescence read-out | inhibition, % at 1 µM | P9WQA3; in the data active means inhibition above about 27%;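 further: 0% = vehicle and 100% = reference inhibitor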
Target sequence (P9WQA3 whole entry, looked up): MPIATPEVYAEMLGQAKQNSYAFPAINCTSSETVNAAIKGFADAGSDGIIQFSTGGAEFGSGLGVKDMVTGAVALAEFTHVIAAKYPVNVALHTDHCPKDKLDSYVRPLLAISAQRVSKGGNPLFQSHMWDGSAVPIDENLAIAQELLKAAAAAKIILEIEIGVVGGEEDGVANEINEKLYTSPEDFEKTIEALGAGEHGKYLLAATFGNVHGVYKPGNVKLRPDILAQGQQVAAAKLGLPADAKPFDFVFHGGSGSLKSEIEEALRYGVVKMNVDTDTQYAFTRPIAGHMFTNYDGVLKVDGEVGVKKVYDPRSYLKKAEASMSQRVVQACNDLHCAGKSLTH
The depositor's hits bear a star; ? = inconclusive; · = no result given; & = joins results of further samples. This is a random part of the collection; about 4.8% have a hit in one of these screens.

SMILES	FadD28 binding	Mtb UGM inh	PrPC surface inh	GDH-TPI inh	MazF activator	BoNT-F LC inh	Rv3671c protease	BioA inh	Mtb FBA inh
CCn1c(C)c(C)c2cc(C(=O)N3CCN(c4ccccc4)CC3)ccc21	-1.9	1.1	9	8	-7	4	-13	-6.5	2
Fc1ccccc1CNc1ccc(Cl)c(Cl)c1	0.7	0.4	0	8	-2	-8	1	-0.6	1
O=C(CN1CCOCC1)Nc1ccc(OCc2ccccc2)cc1	-1.2	0.6	-3	-2	3	-2	-1	·	1
N#CCC(=O)Nc1cc(C(F)(F)F)ccc1N1CCOCC1	0.9	1.3	-5	7	0	4	-1	·	2
CCN(C(=O)c1cc2c(=O)n3ccccc3nc2s1)C1CCCCC1	-7.3	2.4	-16	7	10	13	4	2.4	72*
Cc1cc(-c2c(C)[nH]n(-c3ccc(Cl)cc3)c2=O)n(-c2ccc(Cl)cc2)n1	0.8	-0.8	-4	3	5	-6	5	·	2
COc1ccccc1C1CC(c2ccccc2)=NN1C(=S)Nc1ccccc1 (stereo not given)	-2.4	1.4	1	8	-5	0	-6	·	4
O=C(CCCOc1ccc(Cl)cc1Cl)N/N=C/c1ccccc1	-1.7	-0.1	1	-4	-6	-3	-15	-3.1	-3
CCCNC(=O)c1ccc(C2SCC(=O)N2Cc2ccccc2)cc1 (stereo not given)	-2.0	-0.7	-1	0	4	-5	-12	·	-5
CC(C)CNC(=S)N1CCN(C(c2ccccc2)c2ccccc2)CC1	-0.5	-0.4	5	5	-1	0	-3	·	0
COc1c(Cl)cc(Cl)cc1/C=C/C(=O)c1ccc(NC(=O)c2cccs2)cc1	-2.4	4.3	9	18	1	1	-147	0.6	5
CCc1ccccc1NC(=O)c1ccc(Cn2cc([N+](=O)[O-])cn2)cc1	-3.7	·	0	-2	-13	5	-2	·	4
CCCCn1c(O)c(C(C)=NCc2cc(OC)cc(OC)c2)c(=O)[nH]c1=O	-2.6	0.1	-3	-4	-5	-8	-14	3.5	4
Cc1cc(Cl)ccc1OCC(=O)OCC(=O)Nc1ccc(Cl)cn1	-1.3	·	0	5	-6	-2	·	0.7	0
CCN(CC(=O)Nc1c(F)cccc1F)C(=O)c1ccc(-c2ccc(C(C)=O)cc2)o1	0.3	0.5	1	24	5	-10	-3	8.3	142*
CNC(=O)NC(=O)CSc1cccc(C(F)(F)F)c1	-1.3	-1.4	1	-5	0	-8	4	-0.6	0
Cc1ccc(Cc2c(C)nc3nc(SCC(=O)NCCN4CCOCC4)nn3c2C)cc1	2.1	1.4	2	17	1	0	-1	54*	4
CCOC(=O)C1CCN(Cc2c(O)c3ccccc3oc2=O)CC1	-1.6	1.6	-1	2	6	-5	-4	·	-2
CCc1nc2ccc(C(=O)NCc3ccccc3OC)cn2c1N(C=O)CCC(C)C	-2.2	·	5	16	·	-8	·	-1.6	3
CN(Cc1ccccc1)C(=O)CSc1nnc(-c2ccco2)n1-c1ccccc1	-4.7	4.4	-8	-11	12	0	-8	0.1	1
COc1ccccc1C(=O)COC(=O)c1cnc(C)cn1	-2.1	-0.5	0	11	0	-2	-9	·	5
COc1ccc(CN(C)CC(O)COc2ccc(-c3ccccc3)cc2)cc1OC (stereo not given)	-2.2	-1.1	-23	5	-30	-3	10	-0.6	1
COC(=O)c1cc(S(=O)(=O)Nc2c(C)cccc2C)cn1C	-0.3	-2.4	-3	-8	6	-13	3	1.0	2
COC(=O)C1=C(C)NC(=O)/C1=C\c1cc(C)n(-c2ccccc2C)c1C	-3.0	-1.2	-6	22	6	-15	-2	0.5	-3
Cc1c(N2C(=O)C(=O)/C(=C(/O)c3ccccc3)C2c2ccc(F)cc2)c(=O)n(-c2ccccc2)n1C (stereo not given)	-2.8	-0.3	3	13	4	4	3	7.1	1
NC(=O)c1c(NC(=O)C2CCCO2)sc2c1CCCCC2 (stereo not given)	-0.1	-1.5	5	2	3	3	1	-0.7	1
COCC(C)NS(=O)(=O)c1ccc(OC)cc1 (stereo not given)	0.2	0.5	-1	0	-1	11	-6	0.5	1
COc1ccc(C(=O)NCc2ccc3c(c2)CCO3)cc1	-2.4	-3.1	-5	-3	0	?	1	·	-1
Cc1onc(-c2c(F)cccc2Cl)c1C(=O)NC1=NCCS1	-1.0	0.3	-7	6	5	-4	5	·	-1
COc1ccccc1OCCNC(=O)C(CCSC)NS(=O)(=O)c1ccccc1F (stereo not given)	-2.3	-1.9	2	-1	0	-2	8	-0.1	2
Cc1cccc(C2=NN(c3ccccc3)[C@@H](C(=O)N3CCOC3=O)[C@@H]2c2ccccc2)c1	-1.3	·	-1	11	-14	-2	·	-2.0	9
O=C(CN(C1CCCCC1)S(=O)(=O)c1ccc(Br)cc1)NCc1ccncc1	-4.1	-0.5	-6	-3	2	3	2	·	-4
CCOC(=O)C1(Cc2ccccc2C)CCCN(C(=O)COC)C1 (stereo not given)	-2.4	4.9	2	20	-32	?	-3	-0.8	1
CCOC(=O)c1c(N)nn(C(=O)C(C)C)c1-c1ccc(OC)cc1	-3.4	-0.4	1	12	-3	1	6	-0.8	-2
O=C(Cn1[nH]c(=O)c2ccccc2c1=O)NC1CCCCCC1	-3.2	2.0	0	-12	-1	-5	-1	1.1	5
Cc1ccc(NC(=O)c2ccc3c(=O)n4c(nc3c2)CCCCC4)nc1	0.3	0.4	4	10	1	0	-4	0.8	-3
Cc1ccc(CC(=O)NC2CCN(Cc3ccccc3)CC2)cc1	-4.3	1.9	4	-11	2	-10	6	-0.6	1
CC(C)c1nc(CNC(=O)C2CCC(=O)N(Cc3ccc(Cl)cc3)C2)no1 (stereo not given)	-4.7	0.9	2	2	-13	-2	-1	5.0	-3
Nc1c(C(=O)NCCc2ccccc2)nnn1Cc1ccc(Br)cc1F	-5.5	1.3	4	-2	-2	5	6	·	-2
N/C(=N\OC(=O)c1ccccc1[N+](=O)[O-])c1cccnc1	-0.6	-2.0	-18	2	1	1	4	11	1
COc1ccc(NS(=O)(=O)c2ccc(NC(=O)c3ccc(Br)cc3)cc2)nn1	-0.6	0.9	-1	-4	6	-3	-6	·	-3
Cc1ccc2nc3c(cc2c1)c(C)nn3-c1ccccc1	0.7	-1.8	-8	12	3	-3	2	-2.8	15
COc1ccc(C(=O)c2cn[nH]c2-c2cc(Cl)ccc2O)cc1	-14	2.7	0	24	9	2	-15	2.7	-5
COc1ccc(CCNC(=O)CSc2nc(=O)[nH]c3c2CCC3)cc1OC	-2.2	-1.7	1	-6	5	1	-3	·	1
Cc1cc(C)c(C#N)c(Sc2nc(C)c([N+](=O)[O-])c(C)c2C#N)n1	-2.9	·	1	·	·	-17	·	·	3
NS(=O)(=O)c1ccc(NC(=O)COC(=O)c2cc(Cl)ccc2[N+](=O)[O-])cc1	1.7	3.2	-3	0	-6	0	0	0.7	4
Cc1ccc(S(=O)(=O)N(C)C)cc1NC(=O)C(C)Sc1ccccc1 (stereo not given)	-2.2	1.3	6	-1	2	-3	-1	·	-1
Nc1c(C(=O)Nc2ccccc2Cl)nnn1-c1ccc2c(c1)OCCO2	-1.8	0.7	4	9	10	-10	-14	-0.8	0
Cc1ccc(Nc2nc(N)nc(CN3CCN(Cc4ccc5c(c4)OCO5)CC3)n2)cc1Cl	-4.9	-1.1	-2	-6	1	-5	-10	-0.4	0
Cc1ccc(NC(=O)CN2C(=O)S/C(=C\c3cc(Cl)c(OCC(=O)O)c(Cl)c3)C2=O)cc1	0.9	-0.6	4	18	-5	2	-6	-0.3	0
Cc1nn(C)c(C)c1NC(=O)COc1ccc(Cl)cc1	0.2	-3.6	2	-2	-4	3	-1	3.0	0
Cc1ccc(NCC2(N=Cc3ccccc3)OC(CO)C(O)C2O)cc1 (stereo not given)	-0.3	·	8	5	7	0	·	0.2	4
CC1=NN(Cc2ccccc2)C(=O)/C1=C\c1ccc(N(C)C)cc1	-1.9	0.4	-3	6	-17	-10	0	·	-16
Cc1ccc(-c2nnc3n2N=C(c2ccccc2)CS3)cc1	-0.5	-2.8	6	9	12	1	-2	-1.8	0
O=C(O)CN1C(=O)/C(=C\c2cc(Br)ccc2OCc2ccc(Cl)cc2Cl)SC1=S	-8.6	5.3	·	-7	-24	-12	-30	0.4	-4
COc1ccc(C(CNC(=O)c2ccc(NS(=O)(=O)c3ccc4c(c3)OCCO4)cc2)N(C)C)cc1 (stereo not given)	-2.1	1.3	0	6	6	11	-11	-3.6	4
COc1ccc(S(=O)(=O)N(C)C[C@H]2Oc3c(NC(=O)C4CC4)cccc3C(=O)N([C@H](C)CO)C[C@@H]2C)cc1	-1.6	-0.8	3	-5	-9	4	3	3.5&0.6	-3
CCCCNC(=O)CSc1nc2cc3c(cc2c(=O)n1CCCN(CC)CC)OCO3	0.1	-0.2	-5	27	7	0	-2	·	3
O=C(N/N=C/c1ccc([N+](=O)[O-])o1)c1ccc(NS(=O)(=O)c2cccs2)cc1	?	1.8	-33	17	3	0	-5	3.6	8
Cc1ccc(C)c(OCC(=O)Nc2ccc(N3CCOCC3)cc2)c1	-4.5	0.6	1	0	24	-31	12	·	4

Entries above that have an NH in an aromatic ring:
SMILES	FadD28 binding	Mtb UGM inh	PrPC surface inh	GDH-TPI inh	MazF activator	BoNT-F LC inh	Rv3671c protease	BioA inh	Mtb FBA inh
Cc1cc(-c2c(C)[nH]n(-c3ccc(Cl)cc3)c2=O)n(-c2ccc(Cl)cc2)n1	0.8	-0.8	-4	3	5	-6	5	·	2
CCCCn1c(O)c(C(C)=NCc2cc(OC)cc(OC)c2)c(=O)[nH]c1=O	-2.6	0.1	-3	-4	-5	-8	-14	3.5	4
O=C(Cn1[nH]c(=O)c2ccccc2c1=O)NC1CCCCCC1	-3.2	2.0	0	-12	-1	-5	-1	1.1	5
COc1ccc(C(=O)c2cn[nH]c2-c2cc(Cl)ccc2O)cc1	-14	2.7	0	24	9	2	-15	2.7	-5
COc1ccc(CCNC(=O)CSc2nc(=O)[nH]c3c2CCC3)cc1OC	-2.2	-1.7	1	-6	5	1	-3	·	1

(list continues)
SMILES	FadD28 binding	Mtb UGM inh	PrPC surface inh	GDH-TPI inh	MazF activator	BoNT-F LC inh	Rv3671c protease	BioA inh	Mtb FBA inh
Nc1ncnc2c1ncn2[C@@H]1O[C@H](CN2CCCS2(=O)=O)[C@@H](O)[C@H]1O	-1.3	-0.2	-11	-2	13	1	1	1.0	2
COc1ccc(/C=N\NC(=O)COc2ccccc2)c(C(=O)O)c1OC	-1.4	-0.6	-9	-1	7	-4	-1	-0.4	1
N#Cc1c(Nc2ccccc2)s[nH]c1=O	-0.7	0.4	3	0	5	3	1	·	-3
C[C@@H](NC(=O)c1[nH]cnc1C(=O)Nc1ccon1)c1ccccc1	-2.4	3.3	-2	12	2	-2	-3	-0.7	6
O=C(c1cccnc1)N(Cc1ccccc1)C1(C(=O)Nc2ccccc2)CCCCC1	-0.5	-0.1	5	-5	5	1	4	-1.0	0
O=C(c1ccc2c(c1)OCO2)N1CCNc2ccccc2C1	-1.5	-2.6	-3	5	-2	7	3	0.0	4
CCOC(=O)C(=O)Nc1nnc(C2CCCCC2)s1	1.5	2.8	-3	10	7	-10	1	-0.4	8
CCOc1ccccc1C1NC(=O)NC(C)=C1C(=O)OCc1ccccc1 (stereo not given)	-0.6	0.6	-6	3	-12	-27	2	-0.9	0
CCCOc1ccc(N2C(=O)CC(N3CCN(C(=O)c4ccco4)CC3)C2=O)cc1 (stereo not given)	2.0	-1.9	-1	6	1	-6	-3	-3.4	1
CC(C)NS(=O)(=O)c1cc(F)ccc1CN1C(=O)c2cccnc2C1=O	-0.5	-1.6	-4	-1	-5	4	7	-0.9	1
O=C(COC(=O)c1cnccn1)c1cccc([N+](=O)[O-])c1	-1.8	-1.0	-5	13	-1	0	4	2.4	0
COc1ccc2nc(C)cc(SCC(=O)N3CCCCC3)c2c1	-1.7	-0.5	-9	11	1	-1	-1	·	1
CCOC(=O)Nc1nn(-c2ccc(C)cc2)c(=O)c(C#N)c1C	-0.8	1.8	-55	4	5	-1	2	·	1

Single records, as listed above. Values in the order: FadD28 binding, Mtb UGM inh, PrPC surface inh, GDH-TPI inh, MazF activator, BoNT-F LC inh, Rv3671c protease, BioA inh, Mtb FBA inh
`CCOC(=O)C(=O)Nc1nnc(C2CCCCC2)s1` reads 1.5, 2.8, -3, 10, 7, -10, 1, -0.4, 8
`N#Cc1c(Nc2ccccc2)s[nH]c1=O` reads -0.7, 0.4, 3, 0, 5, 3, 1, ·, -3
